OX1R antag-1: blocks the human orexin 1 receptor. O43613. CHO/OX1R cells, Fluo-8 calcium fluorescence, orexin A. inhibition, % at 5 µM. actives 0.43% (n = 330,000). AID 434989;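 active = inhibition above its plate's threshold, mean inhibition of all tested compounds on the plate plus 3 SD, cut at about 37% in these data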;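 also: 0% = orexin A challenge wells and 100% = SB-334867-A antagonist wells; not every result past the cut was called active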
Target sequence (O43613 whole entry, looked up): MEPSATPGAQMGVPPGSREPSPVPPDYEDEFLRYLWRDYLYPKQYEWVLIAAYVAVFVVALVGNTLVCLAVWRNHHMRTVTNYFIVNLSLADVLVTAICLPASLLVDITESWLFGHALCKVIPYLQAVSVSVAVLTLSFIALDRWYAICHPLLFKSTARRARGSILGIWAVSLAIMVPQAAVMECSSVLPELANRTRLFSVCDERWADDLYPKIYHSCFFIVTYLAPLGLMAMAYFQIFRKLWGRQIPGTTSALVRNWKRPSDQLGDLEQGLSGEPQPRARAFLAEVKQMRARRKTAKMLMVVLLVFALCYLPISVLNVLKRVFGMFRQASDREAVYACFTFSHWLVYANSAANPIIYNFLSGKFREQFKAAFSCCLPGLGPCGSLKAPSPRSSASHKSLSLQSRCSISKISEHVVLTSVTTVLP
STK33 kinase inh: human STK33 kinase inhibition. Q9BYT3. purified STK33, MBP phosphorylation, ADP-Glo luminescence. inhibition, % at 10 µM. actives 0.073% (n = 320,000). AID 2661;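 active = inhibition at or above 25%, using the most active replicate where run in duplicate; inactive = inhibition below 25%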
Target sequence (Q9BYT3 whole entry, looked up): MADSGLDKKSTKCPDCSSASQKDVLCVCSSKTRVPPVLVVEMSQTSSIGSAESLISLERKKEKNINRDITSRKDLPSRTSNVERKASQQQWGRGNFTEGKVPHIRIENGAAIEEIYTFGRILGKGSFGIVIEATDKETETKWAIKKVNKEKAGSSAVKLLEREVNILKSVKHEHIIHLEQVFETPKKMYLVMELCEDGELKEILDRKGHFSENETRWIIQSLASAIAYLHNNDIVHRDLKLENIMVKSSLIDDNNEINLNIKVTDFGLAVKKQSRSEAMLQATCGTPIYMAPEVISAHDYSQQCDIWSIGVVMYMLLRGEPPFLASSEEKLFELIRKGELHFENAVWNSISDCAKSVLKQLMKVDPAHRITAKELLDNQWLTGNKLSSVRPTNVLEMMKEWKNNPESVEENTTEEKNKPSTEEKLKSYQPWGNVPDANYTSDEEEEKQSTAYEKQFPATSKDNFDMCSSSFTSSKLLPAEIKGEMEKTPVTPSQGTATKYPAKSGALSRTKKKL
OX1R antag-2: blocks the human orexin 1 receptor; O43613; OX1R-expressing cells, FRET antagonist read-out; inhibition, % at 6.6 µM; actives 1.8% (n = 330,000); AID 485270; in the data active = inhibition mostly above about 38%, no sharp cut-off; inactive = mostly below about 40%;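 also: 0% = agonist challenge alone and 100% = reference antagonist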
The depositor's hits bear a star; . = no result given. This is a random part of the collection, and some 2.2% of all compounds hit somewhere here.

COc1ccc(C2(C)NC(=O)N(CC(=O)c3cc(C)n(C4CC4)c3C)C2=O)cc1OC (configuration not stated)
- OX1R antag-1 = -15
- STK33 kinase inh = -0.5
- OX1R antag-2 = 1
CC(=O)Nc1sc(-c2ccc(Cl)cc2)nc1-c1ccccc1
- OX1R antag-1 = -9
- STK33 kinase inh = -2.1
- OX1R antag-2 = 14
CC1CCN(CCCNC(=O)CN2C(=O)CSc3ccc(S(=O)(=O)N4CCCCC4)cc32)CC1
- OX1R antag-1 = -13
- STK33 kinase inh = -1.1
- OX1R antag-2 = -2
COc1ccc2cc(CCNC(=O)CC(C)(C)C)c(=O)[nH]c2c1
- OX1R antag-1 = 2
- STK33 kinase inh = -0.2
- OX1R antag-2 = 0
CCCCCc1c(C)nc(SCC(=O)O)[nH]c1=O
- OX1R antag-1 = -7
- STK33 kinase inh = -1.1
- OX1R antag-2 = -2
COc1ccc2c(c1OC)C(=O)OC2Nc1nc(-c2cc3cc([N+](=O)[O-])ccc3oc2=O)cs1 (configuration not stated)
- OX1R antag-1 = -8
- STK33 kinase inh = 0.1
- OX1R antag-2 = 59
CC1CN(C(=O)CCC(=O)NCc2ccccc2Cl)c2ccccc2S1 (configuration not stated)
- OX1R antag-1 = -32
- STK33 kinase inh = 0.6
- OX1R antag-2 = 23
Cc1ccc(/C=N/N=C/c2ccc(C)s2)s1
- OX1R antag-1 = -6
- STK33 kinase inh = 0.3
- OX1R antag-2 = 11
Cc1ccc([N+](=O)[O-])cc1S(=O)(=O)NCCc1c(C)[nH]c2ccccc12
- OX1R antag-1 = 23
- STK33 kinase inh = 1.2
- OX1R antag-2 = 41
O=C(CSc1nc(-c2cccs2)cc(C(F)(F)F)n1)NCc1ccccc1
- OX1R antag-1 = -24
- STK33 kinase inh = -1.7
- OX1R antag-2 = 30

COc1ccccc1N1CCN(Cc2c[nH]c3ccccc23)CC1
- OX1R antag-1 = -35
- STK33 kinase inh = -0.8
- OX1R antag-2 = 1
CCOc1ccc(C(CCc2ccccc2)NC(=O)c2ccccc2F)cc1OCC (configuration not stated)
- OX1R antag-1 = -25
- STK33 kinase inh = -1.3
- OX1R antag-2 = 22
COc1ccc(Nc2cc(Cl)ccc2C(=O)O)cn1
- OX1R antag-1 = -6
- STK33 kinase inh = 0.5
- OX1R antag-2 = 16
O=C(CN1CCCN(S(=O)(=O)c2ccc(F)cc2)CC1)Nc1c(Cl)cccc1Cl
- OX1R antag-1 = -8
- STK33 kinase inh = -0.7
- OX1R antag-2 = 6
COc1ccc(CC(=O)NC(c2ccccc2)c2ccccc2)cc1S(=O)(=O)N1CCOCC1
- OX1R antag-1 = -26
- STK33 kinase inh = -2.1
- OX1R antag-2 = 14
O=C(NCCc1ccccc1)c1ccccc1SCC(=O)N1CCCC1
- OX1R antag-1 = -12
- STK33 kinase inh = -0.3
- OX1R antag-2 = 9
COC(=O)c1ccc(Cn2c(O)c(N=O)c3ccccc32)o1
- OX1R antag-1 = -18
- STK33 kinase inh = -1.3
- OX1R antag-2 = 37
O=C(CSc1ccccc1F)NNC(=O)c1cncc(Br)c1
- OX1R antag-1 = -10
- STK33 kinase inh = -1.5
- OX1R antag-2 = 4
COc1ccc(C(C(=O)NC2CCCCC2)N(CC2CCCO2)C(=O)C2COc3ccccc3O2)cc1OC (configuration not stated)
- OX1R antag-1 = -31
- STK33 kinase inh = 1.7
- OX1R antag-2 = 6
O=C(CN1CCN(S(=O)(=O)c2ccc(Br)cc2)CC1)N/N=C/c1ccc(Cl)c([N+](=O)[O-])c1
- OX1R antag-1 = 2
- STK33 kinase inh = -0.7
- OX1R antag-2 = 22

Clc1ccccc1Cn1nnc(-c2ccccc2)n1
- OX1R antag-1 = -15
- STK33 kinase inh = -1.4
- OX1R antag-2 = 10
COc1ccc(COCC(O)CN2CCC(CN3C(=O)c4cccc5cccc(c45)C3=O)CC2)cc1OC (configuration not stated)
- OX1R antag-1 = -18
- STK33 kinase inh = -0.2
- OX1R antag-2 = 49*
COc1ccc(-n2c(=O)n(Cc3ccccc3)c(=O)c3[nH]cnc32)cc1
- OX1R antag-1 = -18
- STK33 kinase inh = 8.9
- OX1R antag-2 = 10
Cc1ccc(S(=O)(=O)NNC(=O)Nc2cccc3ccccc23)cc1
- OX1R antag-1 = -1
- STK33 kinase inh = -0.7
- OX1R antag-2 = 22
O=C(NCc1ccccc1F)C1CCN(C(=O)Nc2ccc(F)cc2)CC1
- OX1R antag-1 = -5
- STK33 kinase inh = -1.5
- OX1R antag-2 = 18
CCNC(=O)/C(C#N)=C/c1c(N2CCN(Cc3ccc4c(c3)OCO4)CC2)nc2c(C)cccn2c1=O
- OX1R antag-1 = -37
- STK33 kinase inh = -2.3
- OX1R antag-2 = 15
Fc1c(F)c(F)c(/C=N/NC(=S)Nc2cccnc2)c(F)c1F
- OX1R antag-1 = -6
- STK33 kinase inh = 3.1
- OX1R antag-2 = 15
CC1(C)CC(=O)C=C(Nc2ccccc2F)C1
- OX1R antag-1 = -18
- STK33 kinase inh = -0.2
- OX1R antag-2 = 0
CCO[C@@H]1OC(C(N)=O)=C[C@H](c2ccc(Br)cc2)[C@H]1CCCO
- OX1R antag-1 = -24
- STK33 kinase inh = -0.2
- OX1R antag-2 = 5
O=C(NCc1cccnc1)c1ccc2c(c1)N(Cc1ccccc1)CCS2
- OX1R antag-1 = -12
- STK33 kinase inh = -0.2
- OX1R antag-2 = 33

Look-ups from above:
Entry of Cc1ccc(S(=O)(=O)NNC(=O)Nc2cccc3ccccc23)cc1 in OX1R antag-1: -1
Entry of Fc1c(F)c(F)c(/C=N/NC(=S)Nc2cccnc2)c(F)c1F in STK33 kinase inh: 3.1

Later entries:
NC(=O)CSc1nnc(-c2cccc(S(=O)(=O)N3CCCCC3)c2)o1
- OX1R antag-1 = -17
- STK33 kinase inh = -2.3
- OX1R antag-2 = -1
CC1(C)CC(CC(=O)O)(c2ccccc2)CCO1 (configuration not stated)
- OX1R antag-1 = -5
- STK33 kinase inh = 1.0
- OX1R antag-2 = 13
COc1cccc(NC(=O)Cn2c(=O)oc3ccccc32)c1
- OX1R antag-1 = -11
- STK33 kinase inh = 0.5
- OX1R antag-2 = 13
Clc1ccccc1COc1ccc(/C=N/n2cnnc2)cc1
- OX1R antag-1 = -6
- STK33 kinase inh = -1.9
- OX1R antag-2 = 14
COc1ccc(/C(C)=N/NC(=O)c2ccc(N(C)C)cc2)cc1
- OX1R antag-1 = -7
- STK33 kinase inh = -1.7
- OX1R antag-2 = 36
O=C(CCCCCNS(=O)(=O)c1ccc(Br)cc1)NCCN1CCOCC1
- OX1R antag-1 = -10
- STK33 kinase inh = -2.6
- OX1R antag-2 = 8
O=C(CSc1ccsc1[N+](=O)[O-])N1CCN(c2ccccc2)CC1
- OX1R antag-1 = -19
- STK33 kinase inh = -0.2
- OX1R antag-2 = 25
CC(C)Cn1c(=O)c2ccccc2n2c(CCC(=O)NCc3ccccn3)nnc12
- OX1R antag-1 = -9
- STK33 kinase inh = 0.6
- OX1R antag-2 = 8
COCCNC(=O)CSc1nc2ccccc2c(=O)n1CCC(=O)N1CCN(c2ccccc2)CC1
- OX1R antag-1 = -29
- STK33 kinase inh = -1.2
- OX1R antag-2 = 12
NC(=O)c1ccc[n+](Cc2ccccc2)c1
- OX1R antag-1 = -7
- STK33 kinase inh = -0.8
- OX1R antag-2 = 21

Whole records, looked up by structure:
NC(=O)CSc1nnc(-c2cccc(S(=O)(=O)N3CCCCC3)c2)o1 is listed as OX1R antag-1: -17; STK33 kinase inh: -2.3; OX1R antag-2: -1
NC(=O)c1ccc[n+](Cc2ccccc2)c1 is listed as OX1R antag-1: -7; STK33 kinase inh: -0.8; OX1R antag-2: 21
Clc1ccccc1COc1ccc(/C=N/n2cnnc2)cc1 is listed as OX1R antag-1: -6; STK33 kinase inh: -1.9; OX1R antag-2: 14

More records follow:
CC(=O)Nc1ccc(S(=O)(=O)NC2CCCCCC2)cc1
- OX1R antag-1 = -1
- STK33 kinase inh = 0.6
- OX1R antag-2 = 12
C=CCNC(=O)c1cc2c(=O)n3cc(C)ccc3nc2nc1NCC1CCCO1 (configuration not stated)
- OX1R antag-1 = -9
- STK33 kinase inh = -1.4
- OX1R antag-2 = 47*
COc1ccc(CC(NC(C)=O)C(=O)NC2CCN(c3nc(C)cc(C)c3C#N)CC2)c(OC)c1 (configuration not stated)
- OX1R antag-1 = -28
- STK33 kinase inh = -1.3
- OX1R antag-2 = 3
COc1cc(OC)cc(C(=O)NNC(=S)NC2CC2)c1
- OX1R antag-1 = -15
- STK33 kinase inh = 0.0
- OX1R antag-2 = 8
COC(=O)c1cc(NC(=O)c2cc(C)oc2C)cc(C(=O)OC)c1
- OX1R antag-1 = -4
- STK33 kinase inh = -2.0
- OX1R antag-2 = 9
COCCCNC(CC(=O)Nc1cc(C)cc(C)c1)C(=O)O (configuration not stated)
- OX1R antag-1 = -11
- STK33 kinase inh = -1.7
- OX1R antag-2 = 14
O=C(NCCCN1CCN(CCCNC(=O)c2cccc(Cl)c2)CC1)c1cccc(Cl)c1
- OX1R antag-1 = -22
- STK33 kinase inh = 0.1
- OX1R antag-2 = 19
O=[N+]([O-])c1cccnc1NCCc1c[nH]c2ccccc12
- OX1R antag-1 = 0
- STK33 kinase inh = 0.2
- OX1R antag-2 = -2
CC(C)c1ccccc1OCC(=O)NCC(c1cccs1)N1CCOCC1 (configuration not stated)
- OX1R antag-1 = -39
- STK33 kinase inh = .
- OX1R antag-2 = 15
Cc1cc(C)nc(SCC(=O)c2ccc3c(c2)OCCO3)n1
- OX1R antag-1 = -10
- STK33 kinase inh = 0.5
- OX1R antag-2 = 8

Reformatted with two lines to a compound: part of the list above
Every second line gives: OX1R antag-1	STK33 kinase inh	OX1R antag-2
C=CCNC(=O)c1cc2c(=O)n3cc(C)ccc3nc2nc1NCC1CCCO1 (configuration not stated)
→ -9	-1.4	47*
COc1ccc(CC(NC(C)=O)C(=O)NC2CCN(c3nc(C)cc(C)c3C#N)CC2)c(OC)c1 (configuration not stated)
→ -28	-1.3	3
COc1cc(OC)cc(C(=O)NNC(=S)NC2CC2)c1
→ -15	0.0	8
COC(=O)c1cc(NC(=O)c2cc(C)oc2C)cc(C(=O)OC)c1
→ -4	-2.0	9
COCCCNC(CC(=O)Nc1cc(C)cc(C)c1)C(=O)O (configuration not stated)
→ -11	-1.7	14
O=C(NCCCN1CCN(CCCNC(=O)c2cccc(Cl)c2)CC1)c1cccc(Cl)c1
→ -22	0.1	19
O=[N+]([O-])c1cccnc1NCCc1c[nH]c2ccccc12
→ 0	0.2	-2

Further structures follow:
O=S(=O)(Nc1nc2ccccc2nc1NCC1CCCO1)c1ccc(F)cc1 (configuration not stated)
- OX1R antag-1 = -13
- STK33 kinase inh = -0.1
- OX1R antag-2 = 11
O=C(O)COc1ccccc1/C=N/NC(=O)Cc1csc(Nc2cccc(C(F)(F)F)c2)n1
- OX1R antag-1 = -33
- STK33 kinase inh = -2.8
- OX1R antag-2 = 18
COc1ccccc1NC(=O)COc1ccccc1C(=O)Nc1ccccc1
- OX1R antag-1 = -26
- STK33 kinase inh = .
- OX1R antag-2 = 22
COc1ccc(OC)c(NC(=O)COC(=O)CCCN2C(=O)c3ccccc3C2=O)c1
- OX1R antag-1 = -13
- STK33 kinase inh = 3.2
- OX1R antag-2 = 49
Cc1cc(C)c(S(=O)(=O)NCC(=O)NCc2ccccn2)c(C)c1
- OX1R antag-1 = -16
- STK33 kinase inh = -1.3
- OX1R antag-2 = 3
CCOC(=O)/C=C/C(=O)Nc1ccc(Oc2ccccc2)cc1
- OX1R antag-1 = 33
- STK33 kinase inh = -0.6
- OX1R antag-2 = 10
